Screening data from PubChem.
SR-BI uptake up: enhances SR-BI lipid uptake from DiI-HDL. activation, % at 12.5 µM. 320,000 compounds, 0.096% hits. AID 504775. CHO ldlA[mSR-BI] cells, DiI-HDL uptake fluorescence, 3 h; 100 = double the neutral-control signal;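 active means mean replicate activation of at least 60% and every replicate at or above 60%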;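 further: 0% = median plate neutral-control signal and 100% = twice that signal; values of inactives mirror those of a sister screen read the other way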
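Material – SR-BI-overexpressing, LDLR-lacking CHO cells · Medium – BSA-supplemented, HEPES-buffered Ham's F12, pH 7.4 · Doses – single concentration · Times – compound with DiI-HDL co-incubation, 3 h at 37 °C · Measured by – bottom-read fluorescence, 550/595 nm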
PKA-R2B act: activates the human PKA-R2B holoenzyme complex | PKA-R2B holoenzyme dissociation, Cy5-IP20 fluorescence polarization; R2B truncated from residue 108, S112A mutant; 0% DMSO only, 100% 113 µM cGMP | 340,000 compounds, 0.079% hits | P22694+P31323 | activation, % at 11.4 µM | AID 504700;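 active means activation above a cutoff set at the mean over all compounds plus 3 SD, cut at about 18% in these data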;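 further: higher means more holoenzyme dissociation and a rise in polarization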
Target sequence (P31323 whole entry, looked up, other chains not shown, the tested form may be a part): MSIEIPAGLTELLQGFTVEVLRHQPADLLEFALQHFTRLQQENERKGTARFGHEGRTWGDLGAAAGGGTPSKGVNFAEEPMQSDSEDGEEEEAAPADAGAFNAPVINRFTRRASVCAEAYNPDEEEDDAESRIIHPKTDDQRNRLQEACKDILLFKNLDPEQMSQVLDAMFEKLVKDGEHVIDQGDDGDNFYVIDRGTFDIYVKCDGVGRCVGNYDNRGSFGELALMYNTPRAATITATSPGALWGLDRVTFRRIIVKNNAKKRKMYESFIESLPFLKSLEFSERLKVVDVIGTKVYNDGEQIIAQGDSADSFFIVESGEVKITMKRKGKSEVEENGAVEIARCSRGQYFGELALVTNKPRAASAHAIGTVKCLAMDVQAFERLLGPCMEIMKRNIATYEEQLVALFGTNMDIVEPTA
NSD2 inh: inhibitors of human histone methyltransferase NSD2 | O96028 | NSD2 peptide methylation, AlphaScreen, 120 min | inhibition, % at 12.5 µM | 310,000 compounds, 0.54% hits | AID 743445; in the data active means inhibition above about 50%
PKA-R1A activ: PKA-R1A complex activation. P00514+P68181. PKA-R1A dissociation, Cy5-IP20 fluorescence polarization; scaled: DMSO 0%, 113 µM cGMP 100%. activation, % at 11.4 µM. 340,000 compounds, 0.083% hits;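 active means percent activation above the mean of all tested compounds plus 3 SD, cut at about 19% in these data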;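 further: higher means more PKAc released from R1A so a rise in polarization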
CDK5 p35 inh: blocks human CDK5/p35 kinase activity; AID 488839; inhibition, % at 10 µM; Q00535+Q15078; 330,000 compounds, 0.01% hits; Recombinant CDK5/p35, ADP-Glo luminescence, 60 min;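 active means highest replicate inhibition of at least 50% and at least 75% of replicates reaching 50%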;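 further: plate controls were DMSO neutral control for no effect and GW8510 at 10 µM for full effect; many of its hits are not listed in these tables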
MITF act: increases MITF-driven TRPM1 promoter luciferase signal. 300,000 compounds, 0.75% hits. activation, % at 12.5 µM. SK-MEL-5 TRPM1-promoter luciferase, 24 h; % of positive control, neutral wells = 0;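 active means mean activation of at least 80% with every replicate also reaching 80%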;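 further: 0% = neutral control wells and 100% = parthenolide positive control wells; values of inactives mirror those of a sister screen read the other way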
dFosB act: mouse delta FosB homodimer activation; AID 493131; purified delta FosB, TAMRA-CDK5 oligo fluorescence polarization; percent of positive-control signal above neutral wells; P13346; activation, % at 25 µM; 340,000 compounds, 0.99% hits;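 active means mean activation above about 17%, with every replicate also reaching it, limit read from the data, passing the limit was not always enough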;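 further: fluorescence polarization rise as delta FosB binds a TAMRA Cdk5 AP-1 oligo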
Pemphigus Ab inh: blocks pemphigus antibody binding to human desmoglein-3 | P32926 | DSG3-coupled beads, scFv-anti-DSG3-GFP binding, flow cytometry; hits give low values | binding (percent of control), % at 10 µM | 310,000 compounds, 0.48% hits | AID 588358;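 active means binding more than 3 SD below its plate's average and above zero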;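 further: hits lower antibody fragment binding to DSG3; some compounds called inactive have numbers as strong as hits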
Arr AP2 block: inhibitors of human beta-arrestin and AP2 interaction | FITC-arrestin peptide / GST-AP2 beads, flow cytometry; AP2 beta2 appendage carries R879A mutation | inhibition, % at 10 µM | 340,000 compounds, 0.31% hits | AID 504490;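 active means inhibition above a set limit, near 3 SD of compounds lacking own fluorescence, cut at about 54% in these data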;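 further: plate controls were DMSO wells for no effect and 5 µM unlabelled arrestin peptide for full effect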
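System: GST-AP2 R879A glutathione beads. Medium: PBS with 0.05% Tween 20 and 0.1% BSA. Also added: FITC-arrestin peptide, 50 nM. Incubation: 12 min plus 1 h, RT. Measured by: high-throughput flow cytometry of beads, ex 488, em 535 nm. Evaluation: percent drop in bead-associated FITC signal.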
SR-BI DiI inh: inhibitors of mouse SR-BI mediated HDL lipid uptake | Q61009 | ldlA[mSR-BI] CHO cells, DiI-HDL uptake fluorescence, 3 h | inhibition, % at 12.5 µM | 320,000 compounds, 0.96% hits | AID 488896;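 active means mean replicate inhibition of at least 70% and a set share of replicates each scoring 70 or more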;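 further: 0% = median of neutral control wells and 100% = median of positive control wells; values of inactives mirror those of a sister screen read the other way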
Target sequence (Q61009 whole entry, looked up): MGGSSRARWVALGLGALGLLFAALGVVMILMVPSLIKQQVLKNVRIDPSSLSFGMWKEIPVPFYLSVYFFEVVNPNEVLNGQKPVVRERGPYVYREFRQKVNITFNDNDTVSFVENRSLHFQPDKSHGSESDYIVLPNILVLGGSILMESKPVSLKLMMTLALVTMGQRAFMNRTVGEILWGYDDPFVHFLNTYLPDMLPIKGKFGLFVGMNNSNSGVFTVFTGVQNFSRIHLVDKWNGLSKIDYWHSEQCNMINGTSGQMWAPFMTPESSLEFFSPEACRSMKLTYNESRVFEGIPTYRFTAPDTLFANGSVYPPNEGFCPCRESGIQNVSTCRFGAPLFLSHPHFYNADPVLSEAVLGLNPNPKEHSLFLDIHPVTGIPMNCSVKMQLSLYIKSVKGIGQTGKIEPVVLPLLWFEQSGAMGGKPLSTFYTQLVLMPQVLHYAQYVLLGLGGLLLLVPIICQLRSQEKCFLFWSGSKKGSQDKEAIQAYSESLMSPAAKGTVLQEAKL
SUMO Mot1 rescue: blocks SUMOylation pathway, rescuing yeast Mot1-301 growth; AID 2716; 320,000 compounds, 1% hits; growth rescue, % at 18.8 µM; S. cerevisiae Mot1-301 growth rescue, ATP luminescence, 38.5C; percent above DMSO median, 100 means doubled;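 active means every valid replicate shows activation above 250% relative to neutral control wells; inactive means the rest, any valid replicate at or below 250%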;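 further: OY570 slx delta 5 strain wells were the positive control but not used for scaling; some compounds called inactive have numbers as strong as hits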
The depositor's hits bear a star; . = not tested or not shown.

SMILES	SR-BI uptake up	PKA-R2B act	NSD2 inh	PKA-R1A activ	CDK5 p35 inh	MITF act	dFosB act	Pemphigus Ab inh	Arr AP2 block	SR-BI DiI inh	SUMO Mot1 rescue
CCCc1noc2c1C(c1cc(Br)ccc1F)C(C#N)=C(N)N2 (stereo not drawn)	9	-8	0	-9	-0.5	5	-10	103	0	-9	6
Nc1cc(Cl)ccc1C(=O)OCC(=O)N1CCCC1	18	-3	0	8	-0.9	47	2	95	-21	-18	-18
COC(=O)[C@H](CCSC)NC(=O)Nc1cc(C)ccc1C	-5	-8	2	-4	-0.9	-3	-5	110	16	5	-10
CCN(C(=O)CSc1nncn1-c1ccccc1)c1c(N)n(Cc2ccccc2)c(=O)[nH]c1=O	29	-5	0	-12	0.6	-5	5	84	-8	-29	-3
COCCN1CN=C(NS(=O)(=O)c2ccc(C)cc2)NC1	3	-18	-4	-9	1.2	-13	-3	105	36	-3	16
CCOC(=O)c1cc(-c2csc(N/N=C/c3ccccc3Cl)n2)on1	-53	0	-1	3	0.5	-2	1	.	8	53	-34
COc1ccc(NC(=O)C2CCN(S(=O)(=O)c3cccc4cccnc34)CC2)cc1	-7	-9	.	6	0.7	10	-4	108	23	7	-2
CCOc1ccc(CNC(=O)CCS(=O)(=O)c2ccc3c(c2)oc(=O)n3C)cc1	12	-10	-6	-8	-0.7	-1	2	.	6	-12	-1
COc1ccc(C(CC(=O)N2CCCC(C)C2)c2c(O)cc(OC)cc2OC)cc1 (stereo not drawn)	-2	-6	.	-2	1.0	-1	0	109	-1	2	-10
CS(=O)(=O)N(CCc1ccccc1)CC(=O)N1CCCC1	.	-11	-3	-8	-0.2	23	-2	97	1	.	-21
CN(C(=O)COC(=O)c1ccccc1Cc1ccccc1)c1c(N)n(Cc2ccccc2)c(=O)[nH]c1=O	-35	-4	-1	8	0.4	-2	-8	102	41	35	9
COc1ccc(-n2nnnc2/C=C\Nc2ccc(C)cc2)cc1	8	-8	0	-15	-0.2	-9	-1	110	2	-8	-16
Nc1cccc(C(=O)OCC(=O)c2ccccc2)c1	30	-7	-2	3	0.6	58	1	106	-7	-30	17
Clc1cccc(Nc2ncnc3c2cnn3-c2ccccc2)c1	-25	0	.	-6	-3.6	37	-4	99	4	25	392
Cc1ccc(Br)cc1S(=O)(=O)Nc1cccnc1	28	-3	0	-9	0.0	1	-2	114	12	-28	-8
COc1ccc(S(=O)(=O)NCC2CCCN(C(=O)c3occc3C)C2)cc1 (stereo not drawn)	-6	3	-2	-11	-0.5	-4	2	103	8	6	4
COc1cc(/C=C/C(=O)OCc2cn3cc(Cl)ccc3n2)ccc1O	.	-4	-2	-7	2.8	-15	-3	93	4	.	-8
O=C1N[C@H](Cc2c[nH]c3ccccc23)COC(=O)[C@H](Cc2ccc(F)cc2)C/C=C\C[C@H]1CC(=O)N(CCO)Cc1ccccc1	16	5	.	-13	0.0	-5	-15	105	-1	-16	2
COc1ccccc1CC(=O)c1ccc(OCc2ccccc2)cc1	20	-10	.	-3	-2.4	50	-1	100	-2	-20	-4
O=C(NCCc1ccc(Cl)cc1)c1ccc(S(=O)(=O)N2CCCC2)cc1	-28	-10	1	-21	-3.1	-14	-9	122	-13	28	10
COc1ccc(NC(=O)COC(=O)C2C3CC4OC(=O)C2C4C3)cc1 (stereo not drawn)	-10	-8	2	-4	0.2	3	-4	.	11	10	21
CCOc1ccc(NC(=O)CN2C(=O)C(C)SC(C)C2=O)cc1 (stereo not drawn)	10	-4	-1	-8	-0.3	-14	-1	.	55*	-10	378
Cc1ccccc1CN1CCC(n2nccc2NC(=O)c2ccc3c(c2)OCO3)CC1	-6	-8	6	-5	-0.1	-13	-7	105	0	6	-1
Cc1cc2c(cc1S(=O)(=O)CCC(=O)N1CC(C)CC(C)C1)OCC(=O)N2 (stereo not drawn)	-3	-5	.	-15	1.3	.	-7	103	-2	3	-8

6 compounds drawn at random from those above, as already listed:
SMILES	SR-BI uptake up	PKA-R2B act	NSD2 inh	PKA-R1A activ	CDK5 p35 inh	MITF act	dFosB act	Pemphigus Ab inh	Arr AP2 block	SR-BI DiI inh	SUMO Mot1 rescue
Nc1cccc(C(=O)OCC(=O)c2ccccc2)c1	30	-7	-2	3	0.6	58	1	106	-7	-30	17
COc1ccc(NC(=O)COC(=O)C2C3CC4OC(=O)C2C4C3)cc1 (stereo not drawn)	-10	-8	2	-4	0.2	3	-4	.	11	10	21
COc1cc(/C=C/C(=O)OCc2cn3cc(Cl)ccc3n2)ccc1O	.	-4	-2	-7	2.8	-15	-3	93	4	.	-8
CCOc1ccc(NC(=O)CN2C(=O)C(C)SC(C)C2=O)cc1 (stereo not drawn)	10	-4	-1	-8	-0.3	-14	-1	.	55*	-10	378
COc1ccccc1CC(=O)c1ccc(OCc2ccccc2)cc1	20	-10	.	-3	-2.4	50	-1	100	-2	-20	-4
Cc1ccc(Br)cc1S(=O)(=O)Nc1cccnc1	28	-3	0	-9	0.0	1	-2	114	12	-28	-8

(list continues)
SMILES	SR-BI uptake up	PKA-R2B act	NSD2 inh	PKA-R1A activ	CDK5 p35 inh	MITF act	dFosB act	Pemphigus Ab inh	Arr AP2 block	SR-BI DiI inh	SUMO Mot1 rescue
COc1cc(F)cc(-c2ccc3c(c2)c(-c2cccs2)c(-c2cc(OC)cc(OC)c2)n3C)c1	-37	1	.	-4	-0.5	6	-2	96	3	37	7
CN(C)S(=O)(=O)Oc1ccc(C(=O)Nc2cccc(C(F)(F)F)c2)cc1	-57	-7	-1	-1	-0.2	-3	-12	98	-2	57	-24
CN1CCN(CCCCOc2ccccc2-c2ccccc2)CC1	36	2	6	-2	0.3	20	0	102	0	-36	-12
CC(C)(C)NC(=O)C(c1cccs1)N(Cc1ccco1)C(=O)c1csnn1 (stereo not drawn)	8	1	0	1	0.1	-7	-7	.	-1	-8	-13
O=C(Nc1cc(=O)[nH]c2nc(-c3ccccc3)nn12)c1ccccc1Cl	.	-9	1	3	0.3	-11	4	101	30	.	59
O=C(COc1ccccc1C(=O)Nc1ccccc1)c1ccc(Br)cc1	-41	0	0	-6	-4.3	5	-11	123	-11	41	6
Cn1/c(=N/N=C/c2ccccn2)sc2ccccc21	-33	.	5	.	-0.1	20	-6	108	-32	33	.
C(/C=C/c1ccccc1)=N/N1CCN(c2ccccc2)CC1	-13	-6	3	0	-0.1	94*	3	70	33	13	-15
c1ccn2c(CNc3ncnc4sccc34)nnc2c1	15	-10	1	-5	0.4	.	-7	99	3	-15	-1
O=C(NC1CCCCC1)c1cc([N+](=O)[O-])ccc1N1CCOCC1	11	-4	-3	-1	0.4	4	3	103	-4	-11	8
CCOC(=O)N1CCC(NC(=O)C2CCN(c3nc(-c4ccc(OC)cc4)no3)CC2)CC1	.	3	.	2	3.2	.	-9	102	1	.	3
N=C1C(c2nc3ccccc3s2)=C(O)CN1Cc1ccco1	10	-11	3	5	-6.5	88*	-5	96	8	-10	8
Cc1ccc(/C=N/NC(=O)C(C)Oc2ccccc2[N+](=O)[O-])s1 (stereo not drawn)	-29	-20	0	-6	1.9	-1	-1	103	-3	29	3
CC(Sc1nnc(C2CC2)n1C1CC1)C(=O)Nc1ccccc1C#N (stereo not drawn)	12	-1	-2	-9	-0.1	-7	-6	115	-3	-12	-2
CCCCCCCCC(=O)N/N=C/c1ccccn1	10	3	0	15	-0.6	-11	-10	104	-11	-10	24
COc1ccc(-c2noc(CN(C)Cc3ccccc3)n2)cc1	2	-5	-4	-2	1.7	.	2	109	36	-2	-1
CCC(C)Nc1nc2c(c(=O)[nH]c(=O)n2C)n1CCOc1ccccc1 (stereo not drawn)	38	1	0	-8	-0.4	7	5	106	-3	-38	6
O=C(NCCSc1ccccc1)c1ccccc1Cl	-14	-25	-3	-2	0.0	56	-1	107	9	14	6
COc1cccc(NC(=O)c2nnn(CCc3ccccc3)c2N)c1	-13	8	.	6	-0.2	41	-3	105	19	13	22
CCOc1ccc(C(=O)Cn2cnc3ccccc3c2=O)cc1	-6	5	-4	-13	0.4	65	-4	89	7	6	-1
O=C(NCCc1ccccc1)C(=O)NCC1CCCN1S(=O)(=O)c1cccs1 (stereo not drawn)	4	-3	-1	4	-0.6	-2	-4	103	32	-4	355*
Cc1ccccc1OCc1nnc(SCC(=O)NCc2ccco2)n1C	-3	1	1	0	-1.2	-5	4	106	3	3	7
N#Cc1cnc(SCCc2ccccc2)nc1N	5	-6	-1	-8	-3.4	45	-8	.	-2	-5	10
CC(=Nc1ccc(C)c(C)c1)C1=C(O)CSC1=O	3	10	1	1	3.7	132*	-12	112	4	-3	795

Record cards, as listed above.
`COc1cccc(NC(=O)c2nnn(CCc3ccccc3)c2N)c1` in the list: SR-BI uptake up: -13; PKA-R2B act: 8; NSD2 inh: .; PKA-R1A activ: 6; CDK5 p35 inh: -0.2; MITF act: 41; dFosB act: -3; Pemphigus Ab inh: 105; Arr AP2 block: 19; SR-BI DiI inh: 13; SUMO Mot1 rescue: 22
`CC(=Nc1ccc(C)c(C)c1)C1=C(O)CSC1=O` in the list: SR-BI uptake up: 3; PKA-R2B act: 10; NSD2 inh: 1; PKA-R1A activ: 1; CDK5 p35 inh: 3.7; MITF act: 132*; dFosB act: -12; Pemphigus Ab inh: 112; Arr AP2 block: 4; SR-BI DiI inh: -3; SUMO Mot1 rescue: 795
`CC(Sc1nnc(C2CC2)n1C1CC1)C(=O)Nc1ccccc1C#N` (stereo not drawn) in the list: SR-BI uptake up: 12; PKA-R2B act: -1; NSD2 inh: -2; PKA-R1A activ: -9; CDK5 p35 inh: -0.1; MITF act: -7; dFosB act: -6; Pemphigus Ab inh: 115; Arr AP2 block: -3; SR-BI DiI inh: -12; SUMO Mot1 rescue: -2
